Wnt bcat act – Wnt/beta-catenin pathway activation; Wnt/beta-catenin reporter cell assay, activator, plate reader; activation, % at 9.35 µM; 300,000 tested, 1.2% active; AID 743398; in the data active = activation above about 30%, passing the limit was not always enough; inconclusive = no clear call, values can overlap the other calls;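 note: 0% = neutral control wells and 100% = positive control wells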
dFosB activator – mouse delta FosB homodimer activation. purified delta FosB, TAMRA-CDK5 oligo fluorescence polarization; percent of positive-control signal above neutral wells. activation, % at 25 µM. 340,000 tested, 0.99% active;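 active = mean activation above about 17%, with every replicate also reaching it, limit read from the data, passing the limit was not always enough; inconclusive = only one of the two conditions met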;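 note: fluorescence polarization rise as delta FosB binds a TAMRA Cdk5 AP-1 oligo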
Target sequence (P13346 whole entry, looked up): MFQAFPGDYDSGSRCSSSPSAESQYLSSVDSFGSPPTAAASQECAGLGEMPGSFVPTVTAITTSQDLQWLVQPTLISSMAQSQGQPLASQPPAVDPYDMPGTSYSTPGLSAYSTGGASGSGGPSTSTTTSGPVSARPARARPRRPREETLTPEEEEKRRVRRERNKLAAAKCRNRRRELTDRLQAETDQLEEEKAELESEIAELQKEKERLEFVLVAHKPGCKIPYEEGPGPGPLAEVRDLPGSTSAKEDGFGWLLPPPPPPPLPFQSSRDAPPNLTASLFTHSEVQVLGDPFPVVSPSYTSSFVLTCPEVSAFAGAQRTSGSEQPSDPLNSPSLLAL
cardiac RTF act – increases calcium sensitivity of human cardiac regulated thin filaments; P19429+P45379; IANBD-labeled TnC RTF fluorescence at EC20 calcium; 0% EC20 calcium, 100% full calcium; activation, % at 7.2 µM; 340,000 tested, 0.24% active; AID 493008;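 active = activation above the mean over all tested compounds plus 3 SD, cut at about 30% in these data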;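 note: rise in fluorescence read as greater calcium sensitivity of cardiac thin filaments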
CDK5 inh – inhibitors of human CDK5/p35 kinase | Q00535+Q15078 | Recombinant CDK5/p35, ADP-Glo luminescence, 60 min | inhibition, % at 10 µM | 330,000 tested, 0.01% active;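 active = highest replicate inhibition of at least 50% and at least 75% of replicates reaching 50%; inconclusive = only one of the two criteria met; inactive = both criteria failed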;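 note: plate controls were DMSO neutral control for no effect and GW8510 at 10 µM for full effect; many of its hits are not listed in these tables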
Target sequence (Q00535 whole entry, looked up): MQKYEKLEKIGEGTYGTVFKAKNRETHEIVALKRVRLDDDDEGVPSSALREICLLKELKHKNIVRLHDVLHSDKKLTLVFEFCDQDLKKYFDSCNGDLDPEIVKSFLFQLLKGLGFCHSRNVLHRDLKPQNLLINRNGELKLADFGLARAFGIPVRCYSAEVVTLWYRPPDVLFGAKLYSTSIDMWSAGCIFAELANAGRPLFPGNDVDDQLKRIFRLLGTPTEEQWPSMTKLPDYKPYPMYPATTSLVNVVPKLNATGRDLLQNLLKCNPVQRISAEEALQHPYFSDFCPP
Target sequence (Q15078 whole entry, looked up): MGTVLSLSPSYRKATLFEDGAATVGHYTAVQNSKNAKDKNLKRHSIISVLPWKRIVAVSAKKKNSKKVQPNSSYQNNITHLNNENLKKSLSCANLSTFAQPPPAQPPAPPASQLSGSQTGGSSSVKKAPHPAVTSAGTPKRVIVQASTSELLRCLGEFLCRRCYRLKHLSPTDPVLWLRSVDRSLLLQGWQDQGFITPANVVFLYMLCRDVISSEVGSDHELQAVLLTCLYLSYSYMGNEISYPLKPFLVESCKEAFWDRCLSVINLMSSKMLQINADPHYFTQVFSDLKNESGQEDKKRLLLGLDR
MITF act – MITF TRPM1 promoter activation in melanoma cells. SK-MEL-5 TRPM1-promoter luciferase, 24 h; % of positive control, neutral wells = 0. activation, % at 12.5 µM. 300,000 tested, 0.75% active;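 active = mean activation of at least 80% with every replicate also reaching 80%; inconclusive = mean reaches 80% but some replicate falls short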;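 note: 0% = neutral control wells and 100% = parthenolide positive control wells; values of inactives mirror those of a sister screen read the other way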
Rtt109 HAT inh – blocks Candida albicans Rtt109/Vps75 acetyltransferase activity | Q5AAJ8 | purified Rtt109/Vps75, ThioGlo CoA-SH fluorescence, 4 h | inhibition, % at 34.9 µM | 330,000 tested, 0.16% active | AID 540336;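 active = inhibition of at least 50% in every replicate; inconclusive = best replicate reaches 50% inhibition but some replicates fall short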
SR-BI DiI inh – mouse SR-BI HDL lipid transfer inhibition. AID 488896. Q61009. 320,000 tested, 0.96% active. inhibition, % at 12.5 µM. ldlA[mSR-BI] CHO cells, DiI-HDL uptake fluorescence, 3 h;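 active = mean replicate inhibition of at least 70% and a set share of replicates each scoring 70 or more; inconclusive = meets just one of the two criteria; inactive = fails both criteria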;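 note: 0% = median of neutral control wells and 100% = median of positive control wells; values of inactives mirror those of a sister screen read the other way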
HTR5A ag ctr – HTR5A agonism, opioid heterodimer counter-screen | P47898 | HTR5A agonist assay, luminescence, cell-based | activation, % at 9.3 µM | 340,000 tested, 0.61% active; in the data active = activation mostly above about 9.5%, no sharp cut-off; inactive = mostly below about 7.6%;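 note: 0% = cells with vehicle only and 100% = reference agonist; strong numbers were not always called active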
PvdQ acylase – blocks Pseudomonas aeruginosa PvdQ acylase activity. purified PvdQ acylase, fluorescence plate reader. inhibition, % at 10 µM. 340,000 tested, 0.063% active. AID 488965; in the data active = inhibition above about 30%, passing the limit was not always enough; inconclusive = no clear call, values can overlap the other calls;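 note: 0% = vehicle neutral wells and 100% = reference inhibitor wells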
SR-BI DiI-HDL act – activators of SR-BI mediated HDL lipid uptake. CHO ldlA[mSR-BI] cells, DiI-HDL uptake fluorescence, 3 h; 100 = double the neutral-control signal. activation, % at 12.5 µM. 320,000 tested, 0.096% active. AID 504775;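 active = mean replicate activation of at least 60% and every replicate at or above 60%; inconclusive = mean or all-replicate condition met, but not both; inactive = mean below 60% and not all replicates reaching 60%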;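 note: 0% = median plate neutral-control signal and 100% = twice that signal; values of inactives mirror those of a sister screen read the other way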
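Test system: SR-BI-overexpressing, LDLR-lacking CHO cells; Medium: Ham's F12 with 0.5% BSA, HEPES 25 mM, pH 7.4; Schedule: 3 h, 37 °C; Technique: bottom-read fluorescence, 550/595 nm.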
Starred values were filed as active, the others as inactive; ? = inconclusive; / = not tested or not shown.

SMILES	Wnt bcat act	dFosB activator	cardiac RTF act	CDK5 inh	MITF act	Rtt109 HAT inh	SR-BI DiI inh	HTR5A ag ctr	PvdQ acylase	SR-BI DiI-HDL act
COCCCNC(=S)NC1CC2CCCC(C1)N2Cc1ccco1 (stereo not drawn)	-7	-1	0	0.3	3	4	-18	-1	-3	18
CCC(C)(C)NC(=O)/C=C/c1ccccc1[N+](=O)[O-]	1	0	-4	0.1	12	2	14	4	24	-14
COc1cc(/C=N/NC(N)=S)ccc1OC(=O)c1ccc(C)cc1	2	3	4	-0.6	/	-1	74*	-8	-9	-74
O=C(NC1CCCCCC1)C1CCN(S(=O)(=O)N2CCC3(CC2)OCCO3)CC1	-1	3	-2	-0.8	-8	-1	-16	5	5	16
COc1ccc(-c2noc(Cn3cc(S(=O)(=O)N4CCCC4)ccc3=O)n2)cc1	-5	-11	0	-1.5	4	3	-3	-5	-3	3
O=C(N/N=C\c1cccnc1)c1ccc(Cl)s1	5	-21	0	1.8	23	9	-13	1	-2	13
Nc1ccc2nc(CCc3ccccc3)[nH]c2c1	-2	-9	0	-1.0	4	7	6	-4	-10	-6
Cc1ccccc1OCCOc1cccc(/C=N/NC(=O)Cc2nnc(N)s2)c1	/	49*	0	-1.4	-6	-10	33	7	-15	-33
Cn1cccc1C1Nc2ccccc2NC2=C1C(=O)CC(C)(C)C2 (stereo not drawn)	/	-4	7	1.0	-7	-17	-9	0	-6	9
CSCCC(NC(=O)c1ccc([N+](=O)[O-])cc1Cl)C(=O)OCC(=O)NC(=O)CN1CCCC1=O (stereo not drawn)	0	2	-5	0.7	-8	-6	-13	5	-13	13
Cc1ccc(C(=O)NCc2ccc3c(c2)OCO3)cc1S(=O)(=O)N1CCOCC1	8	-2	-9	0.0	-8	5	-12	4	-5	12
COc1ccc(Br)cc1S(=O)(=O)n1ccnc1	-2	1	-2	-0.2	-14	/	-13	-4	13	13
COc1ccc(NC(=O)C2CCC(CNc3c(N4CCOCC4)c(=O)c3=O)CC2)cc1Cl (stereo not drawn)	-1	0	-5	1.4	-2	-6	6	-3	-15	-6
Cc1cc(NC(=O)c2ccccc2)ccc1NC(=O)Cc1ccccc1	1	-5	2	1.5	-1	11	8	-2	6	-8
O=C(c1cc(-c2ccccc2O)on1)N1CCc2ccccc2C1	0	-9	7	0.4	24	5	9	2	-11	-9
CC(C)CN(C(=O)COC(=O)C12CC3CC(CC(O)(C3)C1)C2)C1CCS(=O)(=O)C1 (stereo not drawn)	4	-2	0	2.9	/	6	9	8	3	-9
CC(CNC(=O)Cn1cnc2c(NCc3ccccc3)ncnc21)c1ccccc1 (stereo not drawn)	-4	-5	-5	0.7	14	-2	-21	/	-9	21
CCOc1ccc(N2CC(C(=O)Nc3cccc(S(=O)(=O)N4CCCC4)c3)CC2=O)cc1 (stereo not drawn)	-1	-3	-7	-0.5	-8	26	10	-3	1	-10
COC(=O)C1=C(C)NC(=O)/C1=C\c1cc(C)n(-c2ccc(F)cc2)c1C	-5	-1	-5	-0.3	17	10	8	2	-5	-8
COc1ccccc1N1C(C)=CC(=C(C#N)c2nc3ccccc3s2)C=C1C	-7	-6	53*	0.9	19	-7	?	-1	9	-71
CN(C)CCCNC(=O)c1cc(C(=O)Cc2ccc(Cl)cc2)c[nH]1	1	-11	-5	2.2	9	3	-32	5	-12	32
COc1ccc(C(=O)CSc2nnc(COc3ccccc3)n2Cc2ccco2)cc1	-2	-13	-2	0.1	-5	4	11	6	3	-11
Cc1ccc(NC(=O)OCCN2CCN(Cc3ccccc3)CCC2=O)cc1C	0	-1	12	2.0	4	11	-3	0	-6	3
Cc1[nH]c2ccccc2c1C(=O)COC(=O)c1ccc[n+]([O-])c1	-2	2	0	-2.1	-9	25	/	2	-2	/
COc1ccccc1CNC(=O)CCc1ccccc1	-1	-3	1	-0.6	3	-11	16	-3	-13	-16
CN1CCN(S(=O)(=O)c2ccc(NC(=O)c3csc4ccccc34)cc2)CC1	-3	-24	1	-0.9	4	27	3	3	8	-3
CC1CCN(CCCn2c(=S)[nH]c3c(sc4ccc([N+](=O)[O-])cc43)c2=O)CC1	0	-7	10	-3.0	15	-3	39	9.7*	-13	-39
CCOC(=O)C1CCN(C(=O)c2ccc(OC)cc2OC)CC1	/	-11	-2	0.0	8	20	-50	7	-13	50
COc1ccc(Cl)cc1C(=O)CSc1nnnn1C	-1	-9	-3	0.5	24	0	-9	7	1	9
CC(=O)Nc1ccc(CN2CCc3c([nH]c4ccccc34)C2c2ccccn2)cc1 (stereo not drawn)	-2	-3	-7	-0.2	-9	23	7	0	2	-7
c1ccc(CSc2nnc(NC3=NCCCCC3)s2)cc1	/	-11	13	1.2	/	/	-36	2	-13	36
O=C(CO/N=C/c1c(Cl)cccc1Cl)NNC(=O)c1ccc(Cl)cc1	-2	0	5	-0.8	-6	-8	-19	2	2	19
Cc1onc(-c2c(Cl)cccc2Cl)c1C(N)=O	/	1	3	-1.6	-12	1	-16	-3	-16	16
O=c1c2c3nc4ccccc4nc3n(Cc3ccccc3)c2ncn1Cc1ccco1	-3	-6	-6	3.1	-5	0	59	1	0	-59
CCN(CC)S(=O)(=O)c1ccc(OC)nc1	/	2	-5	-0.6	8	9	-41	0	-3	41
Oc1ccc(Br)cc1CNc1ccccn1	7	-8	-3	0.4	16	-13	/	-1	-14	/
Cc1ccc(NC(=O)c2cc([N+](=O)[O-])ccc2NCc2cccnc2)cc1Cl	/	10	-3	-0.2	/	22	9	-1	8	-9
COC(=O)c1ccc(N2CCN(C(=O)C3CC3)CC2)c([N+](=O)[O-])c1	3	3	-1	-1.0	-2	4	7	0	-16	-7
O=C(NCc1ccccn1)C1CCN(S(=O)(=O)c2ccccc2C(F)(F)F)CC1	-4	-14	1	0.3	-9	2	0	-1	-10	0
CS(=O)(=O)N(CC(=O)NCc1ccco1)Cc1ccc(Cl)cc1	/	-6	-5	0.2	-1	3	-14	-2	-2	14
CCOC(=O)Oc1ccc2c(=O)c(Oc3cccc(C)c3)coc2c1	18	-7	-9	0.5	26	6	10	1	5	-10
CN1C(=O)/C(=C/c2ccc(C(=O)NC3CCCC3)cc2)Oc2ccccc21	0	-1	1	0.0	31	-3	/	-1	-17	/
NS(=O)(=O)c1ccc(CCNC(=O)C(c2ccccc2)c2ccccc2)cc1	0	2	-6	2.2	-4	1	-17	6	-14	17
O=C(c1ccco1)N1CCN=C1SCc1cccc(F)c1	-5	5	-4	0.7	14	0	-4	-4	-5	4
O=c1oc(Nc2cccc(Cl)c2)nc2ccccc12	12	2	1	0.8	38	7	4	-3	-15	-4
C#CCOc1nc2c(c(=O)n(C)c(=O)n2C)n1Cc1ccccc1	-3	1	5	1.9	/	8	-4	-3	-6	4
CSCCC(NS(=O)(=O)c1ccccc1F)C(=O)Nc1cccc(C)n1 (stereo not drawn)	0	-11	2	0.4	-5	4	-18	2	-14	18
CCc1noc(C)c1C(=O)OC(C)C(=O)Nc1cc([N+](=O)[O-])ccc1OC (stereo not drawn)	-2	-11	4	0.4	0	-2	16	3	8	-16
COc1ccc(C(=O)NCC(c2ccco2)N2CCOCC2)cc1OC (stereo not drawn)	1	6	4	-4.7	-4	-4	-19	6	-6	19
c1cc(SC2CCCCC2)cc(-c2nc3cnccn3c2NC2CCCCC2)c1	-5	-2	5	0.9	-10	2	48	3	-17	-48
Cc1nc2cc(C(=O)O)ccc2n1C1CCCCC1	0	0	-1	0.4	-12	-7	-18	3	-7	18
O=C1Cc2ccccc2C(c2ccc(Cl)cc2)N1 (stereo not drawn)	-2	-1	-6	-0.3	6	-2	9	1	1	-9
Cc1cc(S(=O)(=O)Nc2cccc(C(=O)O)c2)c(C)c(S(=O)(=O)c2ccc(Cl)cc2)c1	-3	2	1	-2.7	1	8	/	-1	-13	/
CSc1ccccc1C(=O)NCCCn1ccnc1	0	3	0	0.5	/	-5	-4	8	-18	4
Cc1cccc(N2CC(O)(c3cccs3)[N+]3=C2CCCC3)c1C (stereo not drawn)	-1	-3	2	-1.3	4	-6	7	-4	-10	-7
O=C(Nc1ccccc1Oc1ccccc1)C1CCCC1	-2	-2	10	2.6	-8	-1	-6	-2	-24	6
Cc1ccc(-c2nnc(CN3CCCCC3C)o2)cc1 (stereo not drawn)	-1	-1	-11	-0.8	16	18	11	3	8	-11
Cc1cc(NS(=O)(=O)c2ccc(NC(=O)C(C)Oc3cccc(C)c3C)cc2)nc(C)n1 (stereo not drawn)	1	-7	-1	0.2	2	-2	1	-1	-9	-1
CCSC1(SCC)N=C(N)C2(C#N)C(c3ccc(OC)c(OC)c3OC)C12C#N (stereo not drawn)	/	-7	1	-2.0	-36	-4	23	-5	-7	-23
CCn1c(CN2CCOCC2)nnc1SCC(=O)Nc1ccccc1C	0	-5	8	-0.6	5	-10	-11	3	-9	11

(listing goes on)
SMILES	Wnt bcat act	dFosB activator	cardiac RTF act	CDK5 inh	MITF act	Rtt109 HAT inh	SR-BI DiI inh	HTR5A ag ctr	PvdQ acylase	SR-BI DiI-HDL act
COc1cccc(N/C(N)=N/c2nc(C(F)(F)F)cc(C(F)(F)F)n2)c1	0	-8	1	-1.2	-1	/	60	6	-11	-60
Cc1ccc(S(=O)(=O)N2CCC3(CC2)OCCO3)s1	1	2	2	1.5	3	-6	-19	-3	-18	19
CCOC(=O)c1ccc(NC(=O)c2cc3ccccc3o2)cc1	/	3	-2	-0.9	111*	7	3	0	-1	-3
COC(=O)Nc1ccc(S(=O)(=O)NCc2ccccn2)cc1	-1	1	-4	0.2	-1	1	-24	1	-4	24
O=C(CSc1nnnn1-c1ccccc1)Nc1ncc2c(n1)CC(c1ccccc1)CC2=O (stereo not drawn)	-5	?	-2	1.2	3	9	10	1	-6	-10
COc1ccc2nc(NC(=O)CCNC(=O)c3ccco3)sc2c1	42*	1	-1	-3.4	110*	-3	11	-1	-11	-11
Cc1cc(Nc2ccccc2)n(-c2cccc(Cl)c2)n1	/	1	2	0.9	/	3	-39	4	-4	39
NCCc1nnc(SCc2c(F)cccc2Cl)o1	-1	3	3	0.8	-6	3	2	2	-16	-2
CCOC(=O)c1c(C)n(-c2ccc(C)cc2)c2c(C(C(C)=O)C(=O)O)c(Br)c(O)c(O)c12 (stereo not drawn)	/	-9	-3	-1.9	/	21	6	1	-5	-6
COc1ccc(CNC(=O)CSc2nnc(C)c(=O)[nH]2)cc1	1	3	-2	0.0	8	-4	/	3	-5	/
O=C1OC(c2cc(Br)c(O)c(Br)c2)c2ccccc21 (stereo not drawn)	-4	8	-4	1.5	2	-7	-4	1	7	4
